# FAS-TE inh – blocks the thioesterase domain of human fatty acid synthase; inhibition, % at 15 µM; 0.67% of 360,000 active; recombinant FAS-TE, OMFH fluorogenic substrate, fluorescence endpoint; AID 602261; P49327;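 active = compounds whose normalised, plate-corrected inhibition of enzyme fluorescence in the single-dose primary screen is 50% or more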;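 also: 0% = DMSO with enzyme and 100% = substrate without enzyme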
# Neddyl block – cullin neddylation inhibition. P61081+Q13564. TR-FRET cullin neddylation, biochemical. calls only at 25 µM. 0.58% of 360,000 active. AID 651699; in the data active = inhibition above about 36%
# Target sequence (P61081 whole entry, looked up): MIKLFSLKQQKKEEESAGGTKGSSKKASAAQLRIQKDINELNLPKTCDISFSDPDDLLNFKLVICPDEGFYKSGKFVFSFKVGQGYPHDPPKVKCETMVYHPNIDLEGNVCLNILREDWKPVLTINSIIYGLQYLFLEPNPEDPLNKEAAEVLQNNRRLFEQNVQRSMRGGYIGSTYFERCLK
# Target sequence (Q13564 whole entry, looked up): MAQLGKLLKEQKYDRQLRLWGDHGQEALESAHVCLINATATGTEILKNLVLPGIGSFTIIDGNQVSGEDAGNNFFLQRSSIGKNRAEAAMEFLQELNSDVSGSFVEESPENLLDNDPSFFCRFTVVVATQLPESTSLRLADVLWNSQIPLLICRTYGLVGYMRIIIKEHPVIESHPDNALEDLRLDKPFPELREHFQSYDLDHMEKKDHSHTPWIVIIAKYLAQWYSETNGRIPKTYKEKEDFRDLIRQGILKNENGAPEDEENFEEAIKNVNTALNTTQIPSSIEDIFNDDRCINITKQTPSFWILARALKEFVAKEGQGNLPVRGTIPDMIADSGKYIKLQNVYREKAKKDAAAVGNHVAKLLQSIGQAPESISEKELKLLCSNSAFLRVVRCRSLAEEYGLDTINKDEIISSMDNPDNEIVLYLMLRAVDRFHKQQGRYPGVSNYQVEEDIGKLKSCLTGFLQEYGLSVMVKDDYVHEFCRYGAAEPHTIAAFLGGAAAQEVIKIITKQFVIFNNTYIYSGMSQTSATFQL
# NadD inh – blocks S. aureus nicotinate mononucleotide adenylyltransferase; purified NadD enzyme, colorimetric absorbance read-out; inhibition, % at 20 µM; 0.78% of 360,000 active; in the data active = inhibition above about 26%; also: some compounds past the cut are filed as inactive
# CSN inh – CSN deneddylation inhibition; Q92905; Purified CSN, SCF-Nedd8-OG deneddylation, fluorescence polarization; inhibition, % at 12.5 µM; 0.38% of 360,000 active; AID 651999;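 active = pattern-corrected inhibition above about 35%, with an unprinted fluorescence ratio check between 0.5 and 1.5, limit read from the data, passing the limit was not always enough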;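 also: 0% = enzyme with substrate and 100% = substrate without enzyme; some results filed as inactive read as strong as hits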
# Target sequence (Q92905 whole entry, looked up, one chain of several): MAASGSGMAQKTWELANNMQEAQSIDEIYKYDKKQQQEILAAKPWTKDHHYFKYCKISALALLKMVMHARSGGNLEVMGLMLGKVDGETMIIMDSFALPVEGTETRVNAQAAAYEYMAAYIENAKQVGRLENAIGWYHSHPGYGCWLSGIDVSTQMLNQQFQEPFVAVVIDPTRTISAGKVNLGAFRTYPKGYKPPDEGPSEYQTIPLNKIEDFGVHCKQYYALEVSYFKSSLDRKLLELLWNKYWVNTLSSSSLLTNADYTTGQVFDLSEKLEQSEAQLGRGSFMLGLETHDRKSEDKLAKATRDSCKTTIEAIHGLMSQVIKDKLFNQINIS
#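 Assay system: HEK293T-derived human Csn5 enzyme; quantity: 0.24 nM enzyme; medium: Tris/NaCl/DTT buffer, pH 7.5; also added: substrate SCFSkp2-Nedd8OG, 10 nM; doses: 12.5 µM compound; schedule: 90 min reaction at room temperature; signal: FP; read-out: % inhibition of substrate cleavage by Csn5; benchmarks: substrate-only high control, full reaction low control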
# SKN-1 inh – inhibitors of C. elegans SKN-1; inhibition, % at 21.8 µM; C. elegans VP596 Pgst-4::GFP/RFP ratio, acrylamide-induced, 24 h; 0.49% of 360,000 active; AID 624304;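 active = interference check ratio from 0.5 to 1.5 plus GFP to RFP signal ratio inhibition reaching or exceeding a fixed threshold, cut at about 30% in these data, passing the limit was not always enough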; also: some compounds called inactive have numbers as strong as hits
# Rpn11 inh – Rpn11 (human) deubiquitinase inhibition | AID 588493 | calls only at 20 µM | O00487 | human 26S proteasome, Ub4-pepOG fluorescence polarization; 20S core pre-blocked with epoxomicin | 0.59% of 360,000 active;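 active = inhibition at 20 µM, scaled to each plate's controls, above about 33%, limit read from the data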
# MLLE-PAM2 inh – blocks PAM2 peptide binding to the PABP1 MLLE domain | P11940 | GST-MLLE / FITC-PAM2 fluorescence polarization | inhibition, % at 20 µM | 0.36% of 360,000 active | AID 588489; in the data active = inhibition above about 35%, passing the limit was not always enough;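 also: plate controls were DMSO wells with GST-MLLE for no effect and wells lacking GST-MLLE protein for full effect; some results filed as inactive read as strong as hits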
# MT1-MMP act inh – blocks activation of human MT1-MMP. P50281. GFP/RFP ratio change, % at 20 µM. AID 651647. HT1080 RFP-PRO-GFP cells, GFP/RFP ratio fluorescence, overnight; percent of plate control window, DMSO zero. 0.061% of 360,000 active;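 active = GFP/RFP ratio change of at least 30% with cell ATP level not reduced by more than half and red fluorescence within 50% of control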; also: strong numbers were not always called active
#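 Assay system – RFP-PRO-GFP reporter HT1080 cells · Compound dosing – single dose of 20 µM compound, 1% DMSO final · Incubation – overnight compound exposure at 37 °C · Measure – GFP/RFP fluorescence ratio · Benchmarks – DMSO wells and RFP-L50D-GFP cells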
# Rin1 Abl inh – inhibitors of human Rin1-Abl protein interaction; P00519+Q13671; TR-FRET Rin1/Abl binding, biochemical; inhibition, % at 7.35 µM; 0.4% of 360,000 active; AID 588664; in the data active = inhibition above about 5%, passing the limit was not always enough
# * hit, by the source's call; i = inactive; . = no result given; + = active, no number.
SMILES	FAS-TE inh	Neddyl block	NadD inh	CSN inh	SKN-1 inh	Rpn11 inh	MLLE-PAM2 inh	MT1-MMP act inh	Rin1 Abl inh
O=C1C2(Cl)C3(Cl)C4(Cl)C(Cl)(Cl)C5(Cl)C3(Cl)C1(Cl)C5(Cl)C24Cl (centres undefined)	72*	i	7	0	-17	i	-5	-5	-1
O=C(C1CCC(=O)N1Cc1ccccc1Cl)N1CCC2(CC1)OCCO2 (centres undefined)	-10	i	-5	0	2	i	6	-2	1
CCN1C(=O)c2ccccc2Sc2ccc(C(=O)N3CCC4(CC3)OCCO4)cc21	-8	i	-8	-8	-23	i	0	2	2
Cc1[nH]c2ccccc2c1CCNCc1ccco1	-8	i	-5	-2	16	i	7	0	1
Cc1ccsc1C(=O)C1CCCN(Cc2cnn(C)c2)C1 (centres undefined)	-4	i	4	-3	7	i	2	1	1
COCCCN1CCN(c2nnc3n2-c2sc(Br)cc2C(c2ccccc2Cl)=NC3)CC1	-9	i	-3	-1	4	i	0	4	3
CCCCn1nnnc1C(CCc1ccccc1)N1CCC2(CC1)C(=O)NCN2c1ccccc1 (centres undefined)	16	i	-2	-2	16	i	-14	-3	3
COC(=O)C(O)(c1ccc(NC(=O)Oc2ccccc2)cc1)C(F)(F)F (centres undefined)	7	i	-5	3	5	i	8	3	-2
Cc1cc(C)c(C)c(C(O)(C(=O)O)c2ccccc2)c1C (centres undefined)	-8	i	-1	-6	-19	i	8	-2	6
O=C(O)C(Br)CBr (centres undefined)	-5	i	6	1	-3	i	6	-3	-1
COc1ccc(OC)c(N2C(=O)CC(=O)NC2=O)c1	-5	i	1	-2	4	i	12	4	-2
COC(=O)C1C(C(=O)O)C2(Cl)C(Cl)=C(Cl)C1(Cl)C2(Cl)Cl (centres undefined)	-3	i	0	0	-3	i	0	-17	4
Cc1cc2c(C(C)C)c(O)c(O)c(C=O)c2c(O)c1-c1c(C)cc2c(C(C)C)c(O)c(O)c(C=O)c2c1O	48	i	50*	14	10	i	9	18	16*
CN1CC(C(=O)c2ccc(F)cc2)C(c2c(F)cccc2Cl)C1 (centres undefined)	0	i	-7	11	0	i	4	-15	-2
Fc1ccccc1CCNCc1ccccc1	-6	i	0	-18	6	i	0	0	8.8*
COc1cc2c(cc1OC)C13CCN4CC5=CCOC6CC(=O)N2C1C6C5C3C4 (centres undefined) (tested in a mixture with another compound)	-5	i	-3	-1	-11	i	17	6	1
CN1CCN(c2ncnc(Cl)c2N)CC1	-3	i	7	8	-3	i	9	1	1
CC12C(C(=O)O)C1(c1ccccc1)C2C(=O)O (centres undefined)	-6	i	4	-2	-5	i	3	-3	11
N#CC1=C(N)Oc2c(c(=O)sc3ccccc23)C1c1ccncc1 (centres undefined)	-5	i	10	-13	3	i	0	-2	-4
COc1ccc(C(=O)N2CCC3(CC2)OCCO3)cc1	-4	i	2	-3	-7	i	5	-1	2

# Record cards (already shown).
# Results for COc1cc2c(cc1OC)C13CCN4CC5=CCOC6CC(=O)N2C1C6C5C3C4 (centres undefined) (tested in a mixture with another compound) → FAS-TE inh = -5; Neddyl block = i; NadD inh = -3; CSN inh = -1; SKN-1 inh = -11; Rpn11 inh = i; MLLE-PAM2 inh = 17; MT1-MMP act inh = 6; Rin1 Abl inh = 1
# Results for N#CC1=C(N)Oc2c(c(=O)sc3ccccc23)C1c1ccncc1 (centres undefined) → FAS-TE inh = -5; Neddyl block = i; NadD inh = 10; CSN inh = -13; SKN-1 inh = 3; Rpn11 inh = i; MLLE-PAM2 inh = 0; MT1-MMP act inh = -2; Rin1 Abl inh = -4
# Results for COC(=O)C1C(C(=O)O)C2(Cl)C(Cl)=C(Cl)C1(Cl)C2(Cl)Cl (centres undefined) → FAS-TE inh = -3; Neddyl block = i; NadD inh = 0; CSN inh = 0; SKN-1 inh = -3; Rpn11 inh = i; MLLE-PAM2 inh = 0; MT1-MMP act inh = -17; Rin1 Abl inh = 4

# The list continues.
SMILES	FAS-TE inh	Neddyl block	NadD inh	CSN inh	SKN-1 inh	Rpn11 inh	MLLE-PAM2 inh	MT1-MMP act inh	Rin1 Abl inh
CN1C(=O)/C(=C\c2ccc(Br)s2)C(=O)NC1=S	0	i	34*	11	37*	+	-10	.	-1
Cc1ccc(Cn2nc(C)c(C=O)c2Cl)cc1	8	i	0	-10	-5	i	-3	1	3
CN(C)C(=O)Oc1ccc(-c2nnco2)cc1	-2	i	1	0	-3	i	5	4	-2
CCOC(=O)CC(SP1(=S)OCC2(CCCCO2)C(C2CCCCO2)O1)C(=O)OCC (centres undefined)	22	i	-2	1	-13	i	26	-2	5
O=C1NC(=O)C(Cc2ccccc2)(Cc2ccccc2)C(=O)N1Cc1ccccc1	29	i	-6	-5	6	i	-5	-10	1
COC(=O)C1=C(c2ccc(OC(F)(F)F)cc2)C[C@@H]2CC[C@H]1N2C(=O)NCc1ccc(F)cc1	17	i	-15	-6	23	i	5	2	1
O=C1CN=C(c2cccs2)c2c(sc3c2CCCC3)N1	0	i	3	1	4	i	3	0	0
CN1Cc2cnnn2-c2ccccc2C1c1ccccc1 (centres undefined)	-6	i	9	-5	-4	i	-2	1	-3
Oc1ccc(CC2(N3CCCC3)CCCCC2)cc1	-4	i	-6	-1	5	i	-20	-9	4
CCCCn1c(=O)c(C(=O)Nc2ccccc2F)c(O)c2ccccc21	14	i	1	-2	12	i	-7	-8	1

# Following part:
molecule | FAS-TE inh | Neddyl block | NadD inh | CSN inh | SKN-1 inh | Rpn11 inh | MLLE-PAM2 inh | MT1-MMP act inh | Rin1 Abl inh
O=C(Cc1ccccc1)Oc1ccc(N2C(=O)C3CCCCC3C2=O)cc1 (centres undefined) | -2 | i | -3 | 6 | 1 | i | 3 | 4 | -2
COc1ccc2[nH]c(C)c(CCN3CCC(=O)C(C)C3C)c2c1 (centres undefined) | -8 | i | 1 | 3 | 5 | i | 8 | 2 | -4
COc1cccc(C(c2nnnn2-c2ccc3c(c2)OCCO3)N2CCC3(CC2)C(=O)NCN3c2ccccc2)c1OC (centres undefined) | 62* | i | 16 | -4 | 11 | i | 7 | 0 | 2
CC(=NCc1ccc(F)cc1)c1c(O)n(C)c(=O)n(C)c1=O | -4 | i | 0 | -1 | -19 | i | -5 | 5 | -3
Cc1nc2cc(C(F)(F)F)ccc2n1C1CCN(Cc2nnnn2CCc2ccccc2)CC1 | 35 | i | -14 | -3 | 6 | i | 4 | 1 | 4
CN(C)c1cccc2c(C#N)ccc(N(C)C)c12 | 5 | i | 0 | -3 | 0 | i | 16 | 3 | 3
Cc1ccccc1OCCN=Cc1c(O)n(C)c(=O)n(C)c1=O | -8 | i | -5 | 6 | -7 | i | -2 | 8 | -2
COc1ccc(N2C(=O)/C(=C/c3ccc(C)o3)C(=O)NC2=S)c(OC)c1 | -2 | i | -2 | 32 | 12 | + | -1 | -6 | -3
CCOC(=O)C1(c2ccccc2)CCN(CCC(=O)Nc2ccccc2OC)CC1 | 4 | i | -9 | 0 | 18 | i | 7 | -6 | 3
CCN1CCN(Cc2cc(OC)c3c(c2)OCO3)CC1 | -7 | i | -1 | 2 | 6 | i | 4 | -4 | 1
Cc1ccccc1CN1CCCN(Cc2ccc(Cl)cc2)S1(=O)=O | 23 | i | -1 | -3 | 6 | i | 6 | 5 | 0
Cc1cccn2c(=O)c3c(nc12)N1CCCCCC1C1(C3)C(=O)N(C)C(=O)N(C)C1=O (centres undefined) | -3 | i | 5 | -6 | 9 | i | 8 | -2 | -2
CC1CNCCN1c1ccc(Cl)cc1 (centres undefined) | 1 | i | -1 | -1 | -13 | i | 19 | 0 | 3
CC12CCC3C(CC=C4CC(O)CCC43C)C1C/C(=C\c1ccccc1F)C2=O (centres undefined) | 16 | i | 3 | -7 | 2 | i | 12 | -1 | -1
CCCC12CN3CC(CCC)(CN(C1)C3c1ccccn1)C2=O (centres undefined) | -2 | i | 1 | -5 | 15 | i | 5 | 3 | -2
CC(C)[C@H]1C(=O)O[C@H](C(C)C)C(=O)N(C)[C@@H](C(C)C)C(=O)O[C@H](C(C)C)C(=O)N(C)[C@@H](C(C)C)C(=O)O[C@H](C(C)C)C(=O)N1C | -3 | i | 0 | 1 | 5 | i | -7 | 0 | 2
CCCN1CCc2cccc3c2[C@H]1Cc1ccc(O)c(O)c1-3 | 3 | i | 2 | -7 | 11 | i | 32 | 3 | 12*
Oc1cccc2nc3ccccc3nc12 | -5 | i | 5 | -1 | -16 | i | -7 | 14 | -1
CN(C)c1ccc(/C=C2/C(=O)NC(=O)N(Cc3ccco3)C2=O)cc1 | -4 | i | 12 | 30 | 11 | i | -52 | -22 | -1
CN1C(=O)N(C)C(=O)C2(Cc3cc(NC(=O)c4ccccc4Cl)ccc3N3CCCC32)C1=O (centres undefined) | -6 | i | 12 | 9 | 13 | i | -27 | -1 | -1
COC(=O)C1=C(c2ccccc2)C[C@@H]2CC[C@H]1N2C(=O)NC1CC1 | -10 | i | 1 | -8 | -10 | i | -2 | -2 | -2
O=C1NC(=O)C(CCc2ccncc2)(CCc2ccncc2)C(=O)N1Cc1ccc(F)cc1 | 4 | i | 2 | -9 | 9 | i | -6 | -5 | 3
CC1CCN(C(CC(=O)c2ccccc2)C(=O)c2ccccc2)CC1 (centres undefined) | 1 | i | 0 | -3 | -6 | i | 20 | -6 | 5
COC(=O)C1=C(c2ccc(F)cc2OCc2ccccc2)C[C@@H]2CC[C@H]1N2C(=O)NCc1ccc(Cl)cc1 | 20 | i | -3 | 3 | 9 | i | 0 | -7 | 3
Cc1cc(=O)oc2cc(OCC(=O)N3C[C@H]4C[C@@H](C3)c3cccc(=O)n3C4)c(Cl)cc12 | 8 | i | 3 | 2 | 6 | i | -10 | 2 | -3
CC(C)N1C(=O)/C(=C/C=C/c2ccco2)C(=O)N(Cc2ccco2)C1=O | -8 | i | 17 | 79* | 16 | + | -92 | -28 | 4
CC(C)CCOC(=O)c1c(N)n(CC2CCCO2)c2nc3ccccc3nc12 (centres undefined) | 14 | . | 0 | 4 | 0 | i | 18 | -9 | 4
CCOC(=O)c1cnc(SCc2ccc(Cl)c(Cl)c2)nc1N1CC1 | 20 | i | 6 | 3 | -15 | i | 9 | 28 | 2
O=C1N[C@@H](Cc2ccccc2)C(=O)N2[C@H]1C[C@H]1c3ccccc3N(OOSc3ccccc3)[C@H]12 | -4 | i | 4 | -1 | 12 | i | -6 | -1 | -2
COc1cc(C2c3cc4c(cc3CC3COC(=O)C32)OCO4)cc(OC)c1O (centres undefined) | 2 | i | 4 | 4 | 3 | i | -3 | 27 | 3
O=C(C[N+]12CCC(CC1)C(CO)C2)c1ccc([N+](=O)[O-])cc1 (centres undefined) | -2 | i | 1 | 0 | 5 | i | 1 | -3 | 4
COC(=O)C1=C(c2ccc(F)cc2F)C[C@@H]2CC[C@H]1N2C(=O)NCc1ccc2c(c1)OCO2 | 12 | i | -3 | -2 | 3 | i | -4 | -1 | 3
OCCNc1c2c(nc3ccccc13)CCCC2 | -7 | i | 0 | 4 | 12 | i | 13 | -6 | -2
COc1ccc(-n2c(C)nc3ccccc3c2=O)c([N+](=O)[O-])c1 | -2 | i | -1 | 3 | 8 | i | -2 | 0 | 0

# Some of the compounds tested; the hit share may differ from the screen's.
